MLLE-PAM2 inh: blocks PAM2 peptide binding to the PABP1 MLLE domain. P11940. GST-MLLE / FITC-PAM2 fluorescence polarization. inhibition, % at 20 µM. actives 0.36% (n = 360,000). AID 588489; in the data active means inhibition above about 35%, passing the limit was not always enough;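 further: plate controls were DMSO wells with GST-MLLE for no effect and wells lacking GST-MLLE protein for full effect; some results filed as inactive read as strong as hits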
MT1-MMP act inh: inhibitors of human MT1-MMP activation; HT1080 RFP-PRO-GFP cells, GFP/RFP ratio fluorescence, overnight; percent of plate control window, DMSO zero; P50281; AID 651647; GFP/RFP ratio change, % at 20 µM; actives 0.061% (n = 360,000);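 active means GFP/RFP ratio change of at least 30% with cell ATP level not reduced by more than half and red fluorescence within 50% of control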; further: strong numbers were not always called active
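Assay system – RFP-PRO-GFP reporter HT1080 cells · Compound dosing – single dose of 20 µM compound, 1% DMSO final · Incubation – overnight compound exposure at 37 °C · Measure – GFP/RFP fluorescence ratio · Benchmarks – DMSO wells and RFP-L50D-GFP cells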
Rin1 Abl inh: human Rin1-Abl interaction inhibition | TR-FRET Rin1/Abl binding, biochemical | inhibition, % at 7.35 µM | actives 0.4% (n = 360,000) | AID 588664; in the data active means inhibition above about 5%, passing the limit was not always enough
NadD inh: inhibitors of Staphylococcus aureus NadD | purified NadD enzyme, colorimetric absorbance read-out | inhibition, % at 20 µM | actives 0.78% (n = 360,000); in the data active means inhibition above about 26%; further: some compounds past the cut are filed as inactive
CSN deneddyl inh: blocks human CSN-mediated cullin deneddylation | Q92905 | Purified CSN, SCF-Nedd8-OG deneddylation, fluorescence polarization | inhibition, % at 12.5 µM | actives 0.38% (n = 360,000);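 active means pattern-corrected inhibition above about 35%, with an unprinted fluorescence ratio check between 0.5 and 1.5, limit read from the data, passing the limit was not always enough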;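 further: 0% = enzyme with substrate and 100% = substrate without enzyme; some results filed as inactive read as strong as hits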
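test system = HEK293T-derived human Csn5 enzyme | amount = 0.24 nM Csn5 enzyme, final concentration | medium = Tris/NaCl/DTT buffer, pH 7.5 | schedule = 90 min reaction at room temperature | signal = FP | evaluation = inhibition of Csn5 cleavage, % | compound dosing = single dose of 12.5 µM compound with 0.25% DMSO | probe or stimulus = 10 nM SCFSkp2-Nedd8OG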
FAS-TE inh: FAS thioesterase (human) inhibition. inhibition, % at 15 µM. P49327. actives 0.67% (n = 360,000). recombinant FAS-TE, OMFH fluorogenic substrate, fluorescence endpoint;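 active means compounds whose normalised, plate-corrected inhibition of enzyme fluorescence in the single-dose primary screen is 50% or more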;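 further: 0% = DMSO with enzyme and 100% = substrate without enzyme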
Target sequence (P49327 whole entry, looked up): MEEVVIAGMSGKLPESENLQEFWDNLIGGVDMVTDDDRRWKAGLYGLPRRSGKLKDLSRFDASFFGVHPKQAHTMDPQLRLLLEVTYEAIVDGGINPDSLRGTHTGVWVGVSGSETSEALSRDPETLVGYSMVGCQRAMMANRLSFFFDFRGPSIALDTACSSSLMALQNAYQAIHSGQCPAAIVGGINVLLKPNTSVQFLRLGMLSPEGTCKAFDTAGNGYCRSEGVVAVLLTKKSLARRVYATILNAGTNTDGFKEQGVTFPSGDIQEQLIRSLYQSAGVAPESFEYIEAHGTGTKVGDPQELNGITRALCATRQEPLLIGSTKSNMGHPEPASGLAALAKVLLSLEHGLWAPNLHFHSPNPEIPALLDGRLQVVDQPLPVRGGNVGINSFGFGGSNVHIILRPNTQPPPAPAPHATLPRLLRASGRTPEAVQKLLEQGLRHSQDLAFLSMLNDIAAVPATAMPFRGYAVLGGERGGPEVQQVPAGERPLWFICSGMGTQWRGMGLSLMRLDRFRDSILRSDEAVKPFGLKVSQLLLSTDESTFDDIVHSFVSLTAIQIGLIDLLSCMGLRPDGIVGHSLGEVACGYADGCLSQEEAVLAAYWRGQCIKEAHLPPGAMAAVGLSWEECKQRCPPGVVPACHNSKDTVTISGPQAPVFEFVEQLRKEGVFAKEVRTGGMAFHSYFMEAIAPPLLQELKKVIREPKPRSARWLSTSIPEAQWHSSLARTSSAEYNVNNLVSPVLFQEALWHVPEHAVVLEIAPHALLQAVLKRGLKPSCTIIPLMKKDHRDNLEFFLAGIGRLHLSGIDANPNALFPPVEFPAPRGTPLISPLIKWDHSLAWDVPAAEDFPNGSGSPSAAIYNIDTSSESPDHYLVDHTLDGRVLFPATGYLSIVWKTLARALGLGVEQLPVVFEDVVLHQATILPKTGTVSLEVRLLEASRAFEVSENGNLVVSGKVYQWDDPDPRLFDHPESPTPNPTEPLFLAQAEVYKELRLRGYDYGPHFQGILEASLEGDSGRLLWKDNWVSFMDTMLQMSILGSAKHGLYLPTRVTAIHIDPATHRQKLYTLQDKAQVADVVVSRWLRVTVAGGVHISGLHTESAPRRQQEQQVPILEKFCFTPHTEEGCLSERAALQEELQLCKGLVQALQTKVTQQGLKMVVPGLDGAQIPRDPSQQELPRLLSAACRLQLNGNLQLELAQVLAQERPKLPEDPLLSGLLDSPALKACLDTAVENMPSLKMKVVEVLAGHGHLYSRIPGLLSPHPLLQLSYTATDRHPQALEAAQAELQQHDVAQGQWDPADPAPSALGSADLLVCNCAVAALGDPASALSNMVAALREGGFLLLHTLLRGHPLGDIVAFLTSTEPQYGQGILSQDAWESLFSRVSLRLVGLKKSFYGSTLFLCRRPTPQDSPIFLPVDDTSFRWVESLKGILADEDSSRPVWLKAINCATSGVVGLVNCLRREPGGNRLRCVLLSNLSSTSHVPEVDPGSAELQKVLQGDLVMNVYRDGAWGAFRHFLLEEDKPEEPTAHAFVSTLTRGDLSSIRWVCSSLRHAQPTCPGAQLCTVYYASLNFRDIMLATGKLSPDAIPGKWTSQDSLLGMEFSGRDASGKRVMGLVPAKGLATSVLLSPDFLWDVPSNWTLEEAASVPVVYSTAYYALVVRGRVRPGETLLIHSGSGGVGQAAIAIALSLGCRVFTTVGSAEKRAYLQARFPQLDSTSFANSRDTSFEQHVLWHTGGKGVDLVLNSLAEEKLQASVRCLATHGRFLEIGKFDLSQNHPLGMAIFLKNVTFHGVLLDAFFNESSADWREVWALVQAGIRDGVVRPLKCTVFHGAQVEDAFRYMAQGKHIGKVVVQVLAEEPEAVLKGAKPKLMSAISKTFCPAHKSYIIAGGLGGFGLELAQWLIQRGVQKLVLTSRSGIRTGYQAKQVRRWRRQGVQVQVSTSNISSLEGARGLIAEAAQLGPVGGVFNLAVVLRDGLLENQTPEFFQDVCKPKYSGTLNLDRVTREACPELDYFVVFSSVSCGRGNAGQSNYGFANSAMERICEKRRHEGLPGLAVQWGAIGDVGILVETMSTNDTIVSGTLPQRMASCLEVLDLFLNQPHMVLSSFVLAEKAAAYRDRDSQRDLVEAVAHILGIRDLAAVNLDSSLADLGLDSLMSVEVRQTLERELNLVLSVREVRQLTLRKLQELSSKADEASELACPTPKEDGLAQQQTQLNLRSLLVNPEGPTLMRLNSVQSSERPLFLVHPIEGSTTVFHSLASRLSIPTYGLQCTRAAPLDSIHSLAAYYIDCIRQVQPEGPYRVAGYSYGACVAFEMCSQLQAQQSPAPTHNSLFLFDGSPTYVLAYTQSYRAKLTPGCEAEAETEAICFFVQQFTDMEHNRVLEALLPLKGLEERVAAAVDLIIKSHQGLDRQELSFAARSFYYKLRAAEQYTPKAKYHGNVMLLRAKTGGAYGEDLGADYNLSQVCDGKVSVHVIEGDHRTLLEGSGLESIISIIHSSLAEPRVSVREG
Neddyl block: inhibitors of human cullin neddylation; P61081+Q13564; TR-FRET cullin neddylation, biochemical; calls only at 25 µM; actives 0.58% (n = 360,000); in the data active means inhibition above about 36%
Rpn11 block: inhibitors of human proteasome Rpn11; O00487; human 26S proteasome, Ub4-pepOG fluorescence polarization; 20S core pre-blocked with epoxomicin; calls only at 20 µM; actives 0.59% (n = 360,000); AID 588493;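 active means inhibition at 20 µM, scaled to each plate's controls, above about 33%, limit read from the data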
SKN-1 block: inhibitors of C. elegans SKN-1. actives 0.49% (n = 360,000). C. elegans VP596 Pgst-4::GFP/RFP ratio, acrylamide-induced, 24 h. inhibition, % at 21.8 µM;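 active means interference check ratio from 0.5 to 1.5 plus GFP to RFP signal ratio inhibition reaching or exceeding a fixed threshold, cut at about 30% in these data, passing the limit was not always enough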; further: some compounds called inactive have numbers as strong as hits
* hit, by the source's call; i = inactive; x = not tested or not shown. An unsorted share of the library. Share with any hit: about 3.9%.

SMILES | MLLE-PAM2 inh | MT1-MMP act inh | Rin1 Abl inh | NadD inh | CSN deneddyl inh | FAS-TE inh | Neddyl block | Rpn11 block | SKN-1 block
Cc1cc(C)c(NC(=O)CN2C(=O)NC(Cc3ccccc3)C2=O)c(C)c1 (configuration not stated) | -14 | -6 | -1 | -3 | 4 | -4 | i | i | -1
c1coc(CNc2ncnc3sc4c(c23)CCCCC4)c1 | 5 | -6 | 2 | 7 | 3 | 6 | i | i | 6
CC(C)OC(=O)CSc1nc2ccccc2s1 | 20 | 0 | -3 | 1 | 0 | 0 | i | i | 12
Cc1cccc(NC(=O)C2CCCN(C(=O)NCc3ccccc3)C2)c1C (configuration not stated) | -11 | 3 | 3 | 3 | 5 | -3 | i | i | 11
CN1/C(=C\C(=O)CSc2ncn[nH]2)C(C)(C)c2ccccc21 | 9 | 2 | 1 | -3 | 0 | -19 | i | i | 15
Cc1ccc(N2C(=O)N(CC(=O)Nc3ccccc3C)C(=O)C2C)cc1 (configuration not stated) | -18 | 5 | 0 | -4 | -1 | 0 | i | i | 16
COc1ccc(N2CCN(CCN3C(=O)c4ccccc4C3=O)CC2)cc1 | -7 | 2 | 3 | -7 | 1 | -4 | i | i | 0
Cn1cc(CNCc2cn[nH]c2-c2ccc(F)cc2)c(-c2ccc3c(c2)OCCO3)n1 | -2 | 1 | 2 | -6 | 1 | -8 | i | i | -7
COc1ccc(C(=O)CC(=O)C(=O)Nc2cc([N+](=O)[O-])ccc2OC)cc1 | -4 | -6 | -3 | -1 | 0 | 3 | i | i | 5
Oc1ccc(-c2nccc(-c3ccc(Cl)cc3Cl)n2)cc1 | -1 | 1 | 5 | -7 | 5 | 15 | i | i | 6
OC(COCc1ccccc1)Cn1cnc2ccccc21 (configuration not stated) | 23 | -3 | -1 | -1 | 7 | -2 | i | i | -9
CCc1c(C(=O)Nc2ccc(C)c(C)c2)[nH]c(C)c1C(C)=O | -4 | 0 | -2 | -7 | 5 | -1 | i | i | 1
O=C(CCNS(=O)(=O)c1ccc(Br)cc1)NCc1ccc(F)cc1 | -7 | 2 | 0 | -2 | 5 | 2 | i | i | -2
CC(=O)Nc1ccccc1OCCOc1ccc(Br)cc1 | -30 | -13 | -4 | -9 | 2 | 9 | i | i | 6
Cc1ccc(-c2nnc(SCC(=O)Nc3ccc(S(=O)(=O)N4CCCCCC4)cc3)o2)cc1 | -9 | 8 | -1 | -4 | 1 | -2 | i | i | -5
COc1ccc(OC)c(C(=O)c2nc3c(n2O)CCCCC3)c1 | 1 | 1 | -1 | 7 | 1 | -5 | i | i | -5
O=C(c1ccco1)N(Cc1cccc([N+](=O)[O-])c1)c1ccc(Br)cc1 | -1 | -1 | 4 | -7 | -2 | 31 | i | i | 23
CCOC(=O)c1sc(=S)n(-c2ccc(F)c(F)c2)c1N | 35 | 0 | 1 | -2 | 5 | -3 | i | i | 6
COc1ccccc1NS(=O)(=O)c1ccc(C)c(C(=O)NC2CCN(Cc3ccccc3)CC2)c1 | -3 | -8 | 2 | -8 | 3 | -4 | i | i | 5
COC(=O)c1cc2oc(C)cc2n1CC(=O)Nc1ccc(C)c(C)c1 | 2 | 5 | 3 | -3 | -2 | 13 | i | i | -1

Compounds shown so far containing a furan ring, fused or not, in the order listed:
SMILES | MLLE-PAM2 inh | MT1-MMP act inh | Rin1 Abl inh | NadD inh | CSN deneddyl inh | FAS-TE inh | Neddyl block | Rpn11 block | SKN-1 block
c1coc(CNc2ncnc3sc4c(c23)CCCCC4)c1 | 5 | -6 | 2 | 7 | 3 | 6 | i | i | 6
O=C(c1ccco1)N(Cc1cccc([N+](=O)[O-])c1)c1ccc(Br)cc1 | -1 | -1 | 4 | -7 | -2 | 31 | i | i | 23
COC(=O)c1cc2oc(C)cc2n1CC(=O)Nc1ccc(C)c(C)c1 | 2 | 5 | 3 | -3 | -2 | 13 | i | i | -1

Continuation.
SMILES | MLLE-PAM2 inh | MT1-MMP act inh | Rin1 Abl inh | NadD inh | CSN deneddyl inh | FAS-TE inh | Neddyl block | Rpn11 block | SKN-1 block
O=C(NCCCN1CCCC1)Nc1cccc2ccccc12 | -10 | 6 | 0 | 3 | 2 | -3 | i | i | -15
CN(C(=O)c1ccccc1C(=O)OCC(=O)c1ccc(F)c(F)c1)C1CCCCC1 | 11 | -6 | 3 | -3 | -3 | 15 | i | i | 7
Cc1cc2oc(C(=O)Nc3ccc(S(N)(=O)=O)cc3)c(C)c2cc1Cl | 6 | 5 | 3 | 9 | 4 | 2 | x | i | 10
O=C(CSc1nnc(-c2cccc(Br)c2)o1)N1CCOCC1 | -2 | -2 | -2 | 2 | -4 | -4 | i | i | 16
CC(C)=C(NC(=O)c1ccccc1Cl)C(=O)NCCc1nc2ccccc2[nH]1 | -2 | -2 | -1 | -5 | 2 | -6 | i | i | 8
CCCCN1C(=O)CC(SC2CC(=O)N(CCCC)C2=O)C1=O (configuration not stated) | 27 | -2 | 4 | -2 | -4 | -5 | i | i | 4
CCOC(=O)C1=C(C)NC2=C(C(=O)C(C(=O)OCC)C(c3ccccc3OC)C2)C1c1ccccn1 (configuration not stated) | 5 | -1 | -2 | 4 | -2 | -2 | x | i | 2
COc1ccc(CCNC(=O)/C=C/c2ccco2)cc1 | 0 | -3 | 0 | 0 | 4 | -5 | i | i | 6
COc1cccc(NC(=O)CSC2=NN3CCCC(=O)N=C3S2)c1 | -4 | 2 | -2 | -5 | 0 | -3 | i | i | -21
NC(=O)c1nsc(C(=O)N(c2ccccc2F)C(C(=O)NCc2ccccc2)c2ccc(O)cc2)c1N (configuration not stated) | -5 | -18 | 1 | 23 | 2 | 9 | i | i | 10
CCC(CC)C(=O)Nc1c2c(nn1-c1ccc(OC)cc1)CS(=O)C2 (configuration not stated) | 2 | -2 | -2 | -1 | -1 | -6 | i | i | 28
O=C(COC(=O)c1n[nH]c2ccccc12)NCCc1ccc(Cl)cc1 | 8 | -4 | 3 | -5 | 6 | -9 | i | i | 3
C[C@H](CO)N1C[C@H](C)[C@@H](CN(C)C)Oc2c(NC(=O)Cc3ccccc3)cccc2C1=O | -7 | 3 | 0 | -5 | -3 | -10 | i | i | 4
Cn1c(=O)[nH]c(=O)c2c1nc(SCc1ccccc1Cl)n2CC(N)=O | 5 | 0 | -3 | 1 | 4 | 4 | i | i | 14
c1ccc(OCCNc2ccn3nc(-c4cccs4)cc3n2)cc1 | 4 | 3 | 0 | 2 | 2 | 14 | i | i | 21
COc1ccc(-c2cc([N+](=O)[O-])ccc2OCC(=O)N(C)CC(=O)Nc2ccc(C)cc2)cc1 | 11 | -3 | -3 | 9 | -8 | 60* | i | i | 4
O=C(NC1CCN(Cc2ccccc2)CC1)c1ccc(CS(=O)c2ccccc2Cl)o1 (configuration not stated) | 10 | -1 | -1 | 4 | -3 | 0 | i | i | 11
Cc1ccc(C(=O)Nc2ccccc2C(=O)O)cc1S(=O)(=O)NC1CCCCC1 | 4 | -1 | 4 | 0 | 3 | 1 | i | i | 9
CNC(=O)c1c(NC(=O)C2=COCCO2)sc(C)c1C | 2 | -1 | 0 | -2 | 3 | -6 | i | i | 10
CCN(Cc1ccccc1)C(=O)CCc1nc(-c2ccc(C)cc2)no1 | -7 | 13 | 2 | 2 | -3 | 14 | i | i | -32

Molecules above with an aryl thioether with sulfur outside any ring (five):
SMILES | MLLE-PAM2 inh | MT1-MMP act inh | Rin1 Abl inh | NadD inh | CSN deneddyl inh | FAS-TE inh | Neddyl block | Rpn11 block | SKN-1 block
CC(C)OC(=O)CSc1nc2ccccc2s1 | 20 | 0 | -3 | 1 | 0 | 0 | i | i | 12
CN1/C(=C\C(=O)CSc2ncn[nH]2)C(C)(C)c2ccccc21 | 9 | 2 | 1 | -3 | 0 | -19 | i | i | 15
Cc1ccc(-c2nnc(SCC(=O)Nc3ccc(S(=O)(=O)N4CCCCCC4)cc3)o2)cc1 | -9 | 8 | -1 | -4 | 1 | -2 | i | i | -5
O=C(CSc1nnc(-c2cccc(Br)c2)o1)N1CCOCC1 | -2 | -2 | -2 | 2 | -4 | -4 | i | i | 16
Cn1c(=O)[nH]c(=O)c2c1nc(SCc1ccccc1Cl)n2CC(N)=O | 5 | 0 | -3 | 1 | 4 | 4 | i | i | 14

Following part:
SMILES | MLLE-PAM2 inh | MT1-MMP act inh | Rin1 Abl inh | NadD inh | CSN deneddyl inh | FAS-TE inh | Neddyl block | Rpn11 block | SKN-1 block
COc1ccc(/C=C/C(=O)C2C(=O)C=C(C)OC2=O)cc1O (configuration not stated) | -16 | 0 | -1 | 3 | 4 | -10 | i | i | 14
COc1cccc(-n2c(=S)sc3c(=O)n(-c4ccccc4OC)c(SCC4OCCO4)nc32)c1 | -2 | -5 | -2 | -5 | -6 | 12 | i | i | -11
C/C(=N\NC(=O)CSCc1ccccc1Cl)c1cccc(NC(=O)c2ccccc2)c1 | 5 | -1 | -1 | 0 | 1 | 12 | i | i | 28
COC(=O)c1ccc(-n2c(C)cc(C(=O)COC(=O)CNS(=O)(=O)c3ccc(C)cc3)c2C)cc1 | -9 | 4 | 0 | -4 | 3 | 28 | i | i | 2
O=C(CSc1nc2sc3c(c2c(=O)n1-c1ccccc1)CCCC3)N/N=C/c1ccc(C(=O)O)cc1 | 2 | 1 | 2 | 22 | -4 | 1 | i | i | 7
O=C(Nc1nccs1)c1ccccc1N=Cc1ccccc1 | 20 | 4 | 4 | -5 | 4 | 11 | i | i | -7
COc1ccc(Nc2ncnc3sccc23)cc1 | -37 | x | 0 | -6 | 5 | -5 | i | i | -3
COc1ccc(S(=O)(=O)Nc2ccc3c(c2)C(=O)N([C@H](C)CO)C[C@H](C)[C@@H](CN(C)C(=O)Nc2ccccc2)O3)cc1 | -10 | x | 5 | 4 | -2 | 3 | i | i | -5
COCCn1c(SCC(=O)N2CCCC2)nnc1-c1ccco1 | 3 | -2 | 3 | -1 | 2 | -1 | i | i | 2
COC(=O)[C@@]1(C)[C@H]2C(=O)N(Cc3ccccc3)C(=O)[C@H]2[C@H]2CN=C(SCc3ccccc3)N21 | -10 | 1 | -6 | -1 | 4 | 2 | i | i | 1
Cc1cc(NC(=O)CN(C)S(=O)(=O)c2cnc[nH]2)ccc1Br | 4 | 2 | 3 | -5 | -6 | -19 | i | i | 6
COc1ccc(C(=O)CC(=O)C(=O)Nc2ccc(C)c(C)c2)cc1 | 14 | -3 | 2 | 2 | 3 | 4 | i | i | 16
O=C(COc1ccccc1)NCC(=O)N/N=C/c1ccc(Cl)cc1 | 8 | 0 | 3 | -5 | -1 | 0 | i | i | 24
Cc1cc(=O)[nH]c(NN=C2CCCCC2C)n1 (configuration not stated) | -11 | -3 | 0 | 0 | -3 | -12 | i | i | -17
Cc1c(C(=O)OCC(=O)N2CCN(c3ccccc3)CC2)oc2ccccc12 | 1 | 2 | 1 | 2 | 4 | 9 | i | i | 5
CCOc1ccc(N(CCCCO)C(=S)NC(=O)c2ccc(C)c(Br)c2)cc1 | 23 | 1 | -3 | -2 | 1 | 24 | i | i | 6

From PubChem
